Assay outcomes from PubChem.
MBD2 inh – inhibitors of human MBD2 binding to methylated oligonucleotide; Q9UBB5; TR-FRET; inhibition, % at 4.4 µM; hit rate 0.31% among 370,000; in the data active means inhibition above about 13%
Target sequence (Q9UBB5 whole entry, looked up): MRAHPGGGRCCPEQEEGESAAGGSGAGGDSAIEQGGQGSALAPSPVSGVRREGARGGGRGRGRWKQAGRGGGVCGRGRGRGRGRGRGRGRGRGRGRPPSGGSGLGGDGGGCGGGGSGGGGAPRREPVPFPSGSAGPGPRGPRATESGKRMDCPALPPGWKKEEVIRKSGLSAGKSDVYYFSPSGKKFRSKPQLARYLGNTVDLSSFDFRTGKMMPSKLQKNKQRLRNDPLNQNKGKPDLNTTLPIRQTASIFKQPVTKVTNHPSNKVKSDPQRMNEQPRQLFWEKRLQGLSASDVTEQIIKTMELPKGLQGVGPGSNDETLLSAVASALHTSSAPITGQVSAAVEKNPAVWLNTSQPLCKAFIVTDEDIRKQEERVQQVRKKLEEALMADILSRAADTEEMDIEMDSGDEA
rCAG RNA binder – r(CAG) repeat RNA binding; TO-PRO-1 dye displacement fluorescence; inhibition, % at 3 µM; hit rate 1.3% among 370,000; AID 651821;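 active means inhibition above the plate cutoff, the mean of all test compounds on that plate plus 3 SD, cut at about 35% in these data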;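 further: 0% = DMSO alone and 100% = 100 µM mitoxantrone as full dye displacement; higher means more dye released from RNA so lower well fluorescence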
PRMT1 FP inh – blocks human protein arginine methyltransferase 1; Q99873; recombinant PRMT1, activity-based probe fluorescence polarization; inhibition, % at 2.79 µM; hit rate 1.3% among 370,000; AID 652257;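 active means inhibition above about 21% made by adding two undisclosed values, limit read from the data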
mABHD4 FP – inhibitors of mouse ABHD4; purified mABHD4, FP-Rh probe fluorescence polarization; inhibition, % at 8.92 µM; hit rate 0.54% among 370,000; AID 720543;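 active means inhibition exceeding the mean over every tested compound plus 3 SD, cut at about 30% in these data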;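 further: 0% = plate median of compound wells and 100% = S159A mutant with DMSO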
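Test system: mABHD4 protein | Buffer or medium: HEPES pH 7.0 buffer, 150 mM NaCl, 0.01% Pluronic F-127 | Probe or stimulus: FP-Rh fluorescent activity-based probe, added after compound pre-incubation | Timing: Pre-incubation 45 min, probe exposure 60 min, at 25 °C | Technique: Fluorescence polarization, excitation 525 nm, emission 598 nm, BODIPY TMR filters | Repeats: Single well per compound (singlicate)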
LEDGF integ inh – blocks HIV-1 LEDGF/p75-dependent DNA integration | TR-FRET IN-LEDGF/p75 DNA integration, Eu/Cy5 | inhibition, % at 3.7 µM | hit rate 0.64% among 370,000 | AID 743269;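 active means inhibition above the screen-wide mean plus 3 SD, cut at about 13% in these data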;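 further: signal is the Cy5 over europium emission ratio at 671 and 618 nm; 0% = plate median of compound wells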
TCR-CD3 inh – human TCR-CD3 binding inhibition | AID 651800 | inhibition, % at 9.4 µM | TAMRA-labeled TCR probe fluorescence, biochemical | hit rate 0.37% among 360,000; in the data active means inhibition above about 19%;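 further: recombinant mutant TCR 2C K166C tagged with TAMRA read by polarization; 0% = receptor in buffer alone and 100% = receptor with positive control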
PG9 Ab binder – small molecules binding HIV-1 gp120 antibody PG9; hit rate 0.43% among 360,000; AID 624416; inhibition, % at 6.7 µM; TR-FRET gp120-PG9 antibody binding; in the data active means inhibition above about 8.5%
UHRF1 MBD2 ctr – blocks human UHRF1 binding to methylated DNA | UHRF1 binding to methylated oligo, TR-FRET | AID 687016 | hit rate 0.75% among 370,000 | inhibition, % at 4.4 µM | Q96T88; in the data active means inhibition above about 21%;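 further: UHRF1 SRA domain binding a hemimethylated CpG hairpin DNA probe; 0% = median of test compound wells and 100% = reference inhibitor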
HTRA1 inh – blocks human HTRA1 serine peptidase; hit rate 0.5% among 340,000; recombinant HTRA1, FP-rhodamine activity-based probe, fluorescence polarization; inhibition, % at 5.96 µM; in the data active means inhibition above about 36%;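 further: 0% = enzyme with DMSO and 100% = wells lacking enzyme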
NR1D1 modulator – Rev-erb alpha (human) modulation. P20393. Rev-erbα–FITC-DNA binding, fluorescence polarization, 90 min. activity, % at 10 µM. hit rate 0.79% among 370,000. AID 1259318;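 active means activity above about 14%, limit read from the data; passing the limit was not always enough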;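 further: 0% = DMSO wells with 35 nM protein and 100% = DMSO wells with 750 nM protein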
Target sequence (P20393 whole entry, looked up): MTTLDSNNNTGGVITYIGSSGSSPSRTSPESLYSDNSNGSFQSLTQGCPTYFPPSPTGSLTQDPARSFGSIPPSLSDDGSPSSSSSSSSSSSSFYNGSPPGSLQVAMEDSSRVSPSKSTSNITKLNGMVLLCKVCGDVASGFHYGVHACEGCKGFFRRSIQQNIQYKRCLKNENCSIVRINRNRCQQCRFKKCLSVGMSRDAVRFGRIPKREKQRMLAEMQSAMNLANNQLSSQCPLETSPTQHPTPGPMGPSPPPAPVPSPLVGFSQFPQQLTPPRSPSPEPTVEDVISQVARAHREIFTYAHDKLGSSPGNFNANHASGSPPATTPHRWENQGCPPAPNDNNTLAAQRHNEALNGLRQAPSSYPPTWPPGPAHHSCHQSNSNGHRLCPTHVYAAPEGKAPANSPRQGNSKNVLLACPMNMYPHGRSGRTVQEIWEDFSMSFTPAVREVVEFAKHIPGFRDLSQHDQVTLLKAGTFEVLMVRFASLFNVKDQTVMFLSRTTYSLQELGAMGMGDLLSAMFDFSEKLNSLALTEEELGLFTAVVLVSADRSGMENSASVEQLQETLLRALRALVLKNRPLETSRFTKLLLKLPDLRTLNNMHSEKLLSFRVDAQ
* hit, by the source's call; . = not tested or not shown. Not all compounds are listed; rates above refer to the full screens.

SMILES	MBD2 inh	rCAG RNA binder	PRMT1 FP inh	mABHD4 FP	LEDGF integ inh	TCR-CD3 inh	PG9 Ab binder	UHRF1 MBD2 ctr	HTRA1 inh	NR1D1 modulator
COC(=O)C1=C(c2c(C)noc2C)C[C@@H]2CC[C@H]1N2C(=O)NCCCOC(C)C	-6	-5	-1	-3	-1	2	-2.4	2	-1	0
CCN(CC)C(=O)c1ccc(NC(=O)c2cc(S(=O)(=O)N3CCCCCC3)ccc2OC)cc1	-6	-5	-6	-6	-1	-2	-0.6	-2	-11	-4
CCc1cc(=O)[nH]c(SCCCF)n1	-4	1	-1	-4	-1	1	-3.1	-3	1	-1
O=C1NC(=O)N(CCNc2ncc(C(F)(F)F)cc2Cl)C(=O)C1/C=N/OCc1c(F)cccc1Cl (stereo not drawn)	1	5	0	-1	3	1	0.1	0	-2	-8
CCc1ccc(CNCCc2ccccc2F)cc1	4	-1	1	0	0	-3	-0.7	3	2	0
COc1ccc2[nH]c3c(c2c1)CCN[C@H]3C	4	3	-4	1	2	0	-3.2	-2	9	5
Clc1ccccc1CN1CCNCC1	-4	0	0	4	1	-6	-0.2	0	-5	2
CC(=O)Nc1ccc(C2CN(C)CC2C(=O)c2ccc(Cl)cc2)cc1 (stereo not drawn)	-5	-2	-5	0	1	-4	0.4	-2	-8	9
COC(=O)[C@@]1(C#N)[C@@H]2C=CC(C(C)=O)=CN2[C@@H](C(N)=O)[C@@H]1c1ccc(F)cc1	-4	-14	19	13	0	-6	-1.7	25*	2	7
CCOP(=O)(OCC)C(c1ccccc1)N(C)C=O (stereo not drawn)	4	-3	0	3	4	1	1.4	-1	1	3
Cn1c(O)c(C=NCCCC(=O)O)c(=O)n(C)c1=O	-2	-2	-1	2	-2	6	-1.2	3	-4	-1
C=C(C)[C@H]1CN[C@H](C(=O)O)[C@H]1CC(=O)O	-3	1	-2	0	1	8	-1.0	0	-1	5
CCN(CC)C(=O)Cn1cc(C=C2C(=O)N(C)C(=O)N(C)C2=O)c2ccccc21	-2	-2	2	-2	-1	2	0.3	-2	-1	-5
C=Cn1ccnc1P(=S)(c1ccc(N(C)C)cc1)c1nccn1C=C	-3	-6	3	5	-2	-3	-1.3	1	4	-7
CC12CCC3C(CC=C4CC(O)CCC43C)C1C/C(=C\c1cccc(F)c1)C2=O (stereo not drawn)	3	12	4	-10	-5	1	-1.8	2	-6	0
COc1nc(NC(C)C)nc(NC(C)C)n1	-1	2	1	-5	0	-1	0.7	2	-1	-2
COP(=O)(OC)Oc1ccc(C(O)C(Cl)(Cl)Cl)cc1 (stereo not drawn)	4	-4	6	-3	1	1	-0.4	2	2	1
O=C1CCN(C(=O)Cc2ccccc2[N+](=O)[O-])CC1	9	4	7	-14	2	-2	0.8	6	-1	-4
CP(C)(=O)CCC(=O)O	-1	-2	2	-3	1	-10	-0.5	3	-12	-4
CCC(C)N1C(=O)/C(=C/c2ccc3c(c2)CCN3CCCCl)C(=O)NC1=S (stereo not drawn)	5	26	5	2	1	-14	-0.3	-3	18	-2
CN1CCC23c4c5ccc(O)c4O[C@@H]2[C@H](O)C=CC3C1C5 (stereo partly drawn)	-4	0	-2	2	0	1	-0.1	-1	6	6
COc1ccc(CNC(C)Cc2cccs2)cc1 (stereo not drawn)	-5	0	-2	2	0	0	0.3	0	-1	1
CCCS(=O)(=O)N1CCCC(C(=O)N2CCC3(CC2)OCCO3)C1 (stereo not drawn)	1	0	1	7	2	-1	0.1	0	4	-2
C[C@]12CCC3C(CC[C@H]4C[C@H](OC(=O)c5cccnc5)CC[C@]34C)C1CCC2=O (stereo partly drawn)	3	-1	1	-4	4	8	-2.3	1	-16	0
CCC1C2CC3C4N(C)c5ccccc5C45CC(C2C5O)N3[C@@H]1O (stereo partly drawn)	0	2	-2	1	-2	-1	-1.6	5	0	-7
CC(C)c1cc(Br)c(NC(=O)Nc2cccnc2)c(Br)c1	2	-3	-2	-3	3	2	-1.4	5	1	3
Cc1cc(=O)[nH]c(CCl)n1	4	0	2	2	-7	4	0.0	0	.	1
N#CCCn1cc(C(=O)Nc2ccc(F)cc2)c(-c2ccccc2)n1	1	-2	5	5	3	0	-0.5	-2	-4	-1
CC1CN1P1(=O)OCC(C)([N+](=O)[O-])CO1 (stereo not drawn)	7	2	6	-10	4	-4	0.7	3	4	-3
O=C1NC(=O)N(Cc2ccccc2Cl)C(=O)/C1=C/N1CCOCC1	2	30	6	2	-1	-2	0.4	1	-2	-3

Reformatted with two lines to a compound: 6 of the compounds above
Values run as follows: MBD2 inh	rCAG RNA binder	PRMT1 FP inh	mABHD4 FP	LEDGF integ inh	TCR-CD3 inh	PG9 Ab binder	UHRF1 MBD2 ctr	HTRA1 inh	NR1D1 modulator
O=C1CCN(C(=O)Cc2ccccc2[N+](=O)[O-])CC1
 : 9	4	7	-14	2	-2	0.8	6	-1	-4
CP(C)(=O)CCC(=O)O
 : -1	-2	2	-3	1	-10	-0.5	3	-12	-4
CCC(C)N1C(=O)/C(=C/c2ccc3c(c2)CCN3CCCCl)C(=O)NC1=S (stereo not drawn)
 : 5	26	5	2	1	-14	-0.3	-3	18	-2
CN1CCC23c4c5ccc(O)c4O[C@@H]2[C@H](O)C=CC3C1C5 (stereo partly drawn)
 : -4	0	-2	2	0	1	-0.1	-1	6	6
COc1ccc(CNC(C)Cc2cccs2)cc1 (stereo not drawn)
 : -5	0	-2	2	0	0	0.3	0	-1	1
CCCS(=O)(=O)N1CCCC(C(=O)N2CCC3(CC2)OCCO3)C1 (stereo not drawn)
 : 1	0	1	7	2	-1	0.1	0	4	-2

(listing goes on)
SMILES	MBD2 inh	rCAG RNA binder	PRMT1 FP inh	mABHD4 FP	LEDGF integ inh	TCR-CD3 inh	PG9 Ab binder	UHRF1 MBD2 ctr	HTRA1 inh	NR1D1 modulator
COC(=O)C12CCc3c(ccc4cc(OC)ccc34)C1=CC(=O)C2 (stereo not drawn)	2	0	-3	-12	-1	0	4.7	-3	-5	-17
O=c1[nH]c(=O)n(Cc2ccccc2)c(O)c1/C=N/NCCO	5	6	11	0	-1	-2	0.6	-4	.	-1
C/C(=N\NC(=S)Nc1ccccc1)c1c(O)n(C)c(=O)n(C)c1=O	-2	12	5	3	-4	10	-0.3	0	-6	0
CC(Cc1ccccc1)NC(=O)/C=C/C(=O)O (stereo not drawn)	1	-2	2	-2	1	2	-1.4	2	-2	-6
O=c1[nH]c2ccccc2n1C1CCN(C(c2nnnn2C2CCCCC2)C2CC2)CC1 (stereo not drawn)	-3	7	-1	-7	2	-1	-0.7	3	.	2
Cc1cc(NC(=O)CCl)no1	2	1	0	-7	4	-3	-1.4	7	0	2
CN1CCN(c2nc(Cl)ncc2F)CC1	-3	0	-2	-3	3	7	-1.3	1	-2	0
Cn1c(O)c(C=NC2CCCCC2)c(=O)[nH]c1=S	-2	1	-3	4	6	1	0.6	0	1	-4
CN(Cc1ccccc1)C(=C(Cl)Cl)/C(=C1/NCCN1Cc1ccc(Cl)nc1)[N+](=O)[O-]	6	-2	-1	2	3	3	0.2	0	2	-3
C#C[C@@]1(O)CCC2C3CCC4=C/C(=N/OCC(=O)NC(CCC(N)=O)C(=O)O)CC[C@]4(C)C3CC[C@@]21C (stereo partly drawn)	1	11	-2	3	3	1	0.0	2	4	-6
C=CCn1c(O)c(C(C)=NCCCn2ccnc2)c(=O)[nH]c1=O	-6	-2	-7	-5	0	2	-1.6	4	-1	-4
CCCNC(=O)N1[C@H]2CC[C@@H]1C(C(=O)OC)=C(c1ccc(-c3ccccc3)c(F)c1)C2	4	-1	-2	-6	2	-3	-0.1	7	-14	2
CC(C)Cc1nnc(NC(=O)CCC(=O)N2CCC3(CC2)OCCO3)s1	-8	-4	-3	-3	3	-3	-2.8	0	5	-2
CCN(CC)CCCN=Cc1c(O)n(-c2cccc(C)c2C)c(=O)[nH]c1=O	8	5	6	-16	-4	6	1.1	5	-1	3
CCOC(=O)C(=O)NC1CCSC1=O (stereo not drawn)	-3	0	0	1	-1	5	0.4	-2	3	-2
N/C(=N\[N+](=O)[O-])N1CCN(C(=O)c2ccccn2)CC1	2	1	3	2	-5	2	-2.4	5	0	-2
CCOC(=O)C1=C(C)N(C)C2(C)CC1c1ccccc1O2 (stereo not drawn)	2	-5	-3	0	-1	1	-0.4	-1	1	-4
COc1ccc2ccc(O)c(CN3CC=C(c4ccccc4)CC3)c2c1	-7	2	2	-17	0	-8	3.4	-1	-14	-1
CC1=C2C3OC(=O)C(C)C3CC[C@@]2(C)C=CC1=O (stereo partly drawn)	-5	2	3	-4	4	9	-1.2	-1	4	1
CC(CC(C)(C)N1CC1)=NO	0	3	-2	3	-1	3	-0.1	0	11	-1
CC=C(CC)C1(CC)C(=O)NC(=S)NC1=O	-1	3	0	0	2	-3	-0.8	-1	-3	-5
CC1(C)C(c2ccccc2)=NC(c2cccnc2)=[N+]1[O-]	8	-2	1	2	13	-2	-2.3	2	8	6
Cc1ccccc1C(=O)NCCN1CCC2(CC1)C(=O)NCN2c1ccccc1	8	1	6	4	-2	-2	-0.9	6	.	2
CC(=O)OC1CCC2(C)C(CCC3C4CC(N5CC5)C(C(C)=O)C4(C)CC(=O)C32)C1 (stereo not drawn)	0	4	-2	1	1	0	-3.2	-2	-7	-3
Cc1ccc(-n2c(O)c(C=NCCC3=CCCCC3)c(=O)[nH]c2=O)cc1	2	-5	1	-4	1	3	-3.0	1	-4	-2
COc1cc(C(=O)Nc2ccc(Br)cc2C(=O)c2ccccc2Cl)cc(OC)c1OC	0	0	0	6	-2	7	-0.6	-1	0	-1
O=C(NC(=S)N1C[C@H]2C[C@H](C1)c1cccc(=O)n1C2)c1ccc(Cl)cc1	2	2	1	3	-2	3	0.2	5	-2	-7
COc1ccc(OCC(=O)Nc2ccc(Cl)cc2C(=O)c2ccccc2)cc1	4	4	0	-4	1	-2	-1.0	6	-11	-2
COC(=O)[C@@H]1N=C(c2ccc(OC)cc2)O[C@]12C(=O)N(C)c1cccc(Cl)c12	1	1	0	-4	-1	-5	0.4	-1	.	-2
OC[C@H]1O[C@@H](n2cnc3cc(Cl)c(Cl)cc32)[C@H](O)[C@@H]1O	2	0	-1	7	-1	-6	-1.4	-2	2	4
COC(=O)C1=C(c2c(C)noc2C)C[C@@H]2CC[C@H]1N2C(=O)N1CCCCC1	-3	-3	2	2	-3	-2	0.4	-2	-6	-1
c1cc2c(cc1CCNC1CCCCCC1)OCO2	-4	5	2	11	0	5	2.2	2	-3	-2
CC12CCCCC1N(O)CN2O (stereo not drawn)	-2	0	1	-2	-3	2	-0.9	-1	4	1
O=c1[nH]c(=S)n(-c2ccccc2)c(O)c1/C=N/N1CCCCC1c1cccnc1 (stereo not drawn)	-1	-7	-3	-62	0	-126	-0.5	2	3	4
Clc1ccccc1CN1CCN(c2ccccc2)CC1	-6	-3	1	10	6	7	-2.0	-5	6	-3
C[C@]12CCC3C(CC[C@H]4C[C@@H](O)CC[C@]34C)C1C[C@@H](O)[C@]2(C)O (stereo partly drawn)	1	2	-5	-7	0	5	0.0	-3	3	-4
CCCCc1nc2ccccc2c(=O)n1-c1ccccc1O	-5	0	2	-13	1	1	1.9	3	-9	1
Cc1cccc(-c2nc3ccc(C(=O)N4CCC5(CC4)OCCO5)cc3nc2-c2cccc(C)c2)c1	3	0	-4	32*	-1	2	-0.4	3	-35	5
CCc1cccc2c(C#N)cn(CC(=O)N3CCOCC3)c12	1	-1	-2	6	0	-3	0.5	1	0	2
